TcdB GH inh = TcdB glycohydrolase inhibitors, primary screen, biochemical, single point, plate reader | inhibition, % at 9.99 µM | TcdB glycohydrolase enzymatic assay | AID 652162, 2013 | 350,000 tested, 0.24% active; in the data active = inhibition above about 10%
PrPC surface inh = inhibitors of human cell surface prion protein PrPC, primary screen, cell-based, TR-FRET. Major prion protein (Homo sapiens), P04156. TR-FRET read-out. inhibition, % at 13.8 µM. 370,000 tested, 0.43% active. AID 720596, 2013; in the data active = inhibition above about 24%; also: 0% = median of the test wells and 100% = reference compound wells
Anthrax LF prot = Bacillus anthracis LF protease inhibitors, primary screen, biochemical, multiplex microsphere, MLPCN library; Lethal factor (Bacillus anthracis), P15917; multiplex microsphere protease cleavage assay; inhibition, % at 10 µM; 360,000 tested, 0.12% active; also: plate controls were buffer without enzyme for full effect and enzyme alone for no effect
Target sequence (P15917 whole entry, looked up): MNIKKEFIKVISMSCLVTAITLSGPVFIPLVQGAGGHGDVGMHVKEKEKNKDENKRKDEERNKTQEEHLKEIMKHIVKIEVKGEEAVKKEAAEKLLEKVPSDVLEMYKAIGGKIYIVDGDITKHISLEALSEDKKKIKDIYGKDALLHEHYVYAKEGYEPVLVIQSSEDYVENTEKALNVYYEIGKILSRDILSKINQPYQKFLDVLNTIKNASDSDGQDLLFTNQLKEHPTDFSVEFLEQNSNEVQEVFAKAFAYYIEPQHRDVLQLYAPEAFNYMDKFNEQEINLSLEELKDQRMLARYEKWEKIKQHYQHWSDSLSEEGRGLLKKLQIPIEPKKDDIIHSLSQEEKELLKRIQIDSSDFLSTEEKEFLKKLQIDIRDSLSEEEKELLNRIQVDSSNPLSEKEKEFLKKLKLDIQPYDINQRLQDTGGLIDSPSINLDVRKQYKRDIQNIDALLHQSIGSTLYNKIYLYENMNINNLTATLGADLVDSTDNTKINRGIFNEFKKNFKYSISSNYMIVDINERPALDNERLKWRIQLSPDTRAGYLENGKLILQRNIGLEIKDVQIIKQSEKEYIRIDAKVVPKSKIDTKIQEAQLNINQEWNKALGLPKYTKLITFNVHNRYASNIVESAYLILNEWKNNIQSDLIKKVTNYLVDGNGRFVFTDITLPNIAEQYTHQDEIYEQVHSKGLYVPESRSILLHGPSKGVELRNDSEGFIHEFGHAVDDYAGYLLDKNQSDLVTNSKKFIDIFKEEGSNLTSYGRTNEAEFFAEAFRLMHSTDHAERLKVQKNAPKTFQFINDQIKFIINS
BoNT-F LC inh = BoNT/F light chain protease inhibitors, primary screen, biochemical, flow cytometry, MLPCN library. inhibition, % at 10 µM. Multiplex microsphere protease cleavage assay. 360,000 tested, 0.22% active. AID 588497, 2011; in the data active = inhibition above about 35%, passing the limit was not always enough; inconclusive = no clear call, values can overlap the other calls; also: plate controls were buffer without enzyme for full effect and enzyme alone for no effect
FadD28 binding = inhibitors of FadD28 bisubstrate probe binding, primary screen, biochemical, fluorescence polarization, single point; Mycobacterium tuberculosis FadD28 fatty-acid-AMP ligase; inhibition, % at 12.5 µM; 360,000 tested, 0.22% active; AID 588549, 2011; in the data active = inhibition above about 8.5%, passing the limit was not always enough; inconclusive = no clear call, values can overlap the other calls
CCHF vOTU inh = CCHFV vOTU protease inhibitors, primary screen, biochemical, Pep-AMC substrate, fluorescence | inhibition, % at 11.5 µM | 370,000 tested, 0.55% active | AID 651958, 2012; in the data active = inhibition above about 30%; also: 0% = vehicle wells with enzyme and 100% = no enzyme wells
BoNT-A LC inh2 = BoNT/A light chain protease inhibitors, primary screen, biochemical, flow cytometry, MLPCN library; Botulinum neurotoxin type A light chain protease (Clostridium botulinum A str. ATCC 3502); multiplex microsphere protease substrate cleavage; inhibition, % at 10 µM; 360,000 tested, 0.17% active; AID 588499, 2011; also: plate controls were buffer without enzyme for full effect and enzyme alone for no effect
PfHsp40 yeast = rescue of yeast from PfHsp40 toxicity, primary screen, S. cerevisiae, ATP luminescence; S. cerevisiae expressing PfHsp40, growth rescue; 340,000 tested, 0.68% active; growth rescue, % at 12.5 µM; in the data active = growth rescue above about 28%, passing the limit was not always enough; inconclusive = no clear call, values can overlap the other calls;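 also: yeast W303a lacking pdr1 and pdr3 grown in galactose medium; growth measured after three days at 30 °C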
Yp Topo-I inh = Yersinia pestis topoisomerase I inhibitors, primary screen, biochemical, cleavage product accumulation, plate reader, single point; DNA topoisomerase I (Yersinia pestis CO92); Y. pestis Topo-I cleavage product accumulation; activity, % at 10 µM; 360,000 tested, 0.064% active; AID 504884, 2011; in the data active = activity above about 50%, passing the limit was not always enough; inconclusive = no clear call, values can overlap the other calls; also: inactives centre near 2
Starred values were filed as active, the others as inactive; i = inactive; ? = inconclusive; / = no result given; & = joins results of further samples. Rule as the data show it, unless noted: active = inhibition above about 30%; inconclusive = no clear call, values can overlap the other calls; inactive = below that.

SMILES	TcdB GH inh	PrPC surface inh	Anthrax LF prot	BoNT-F LC inh	FadD28 binding	CCHF vOTU inh	BoNT-A LC inh2	PfHsp40 yeast	Yp Topo-I inh
O=C1CC(N(Cc2ccc3c(c2)OCO3)C(=O)Nc2ccc(F)cc2)C(=O)N1c1ccccc1 (configuration not stated)	/	-5	0	2	-7.6	-10	?	0.2	-12
C[C@]12CCC(=O)C=C1CCC1C2CC[C@@]2(C)C1CCC21OCCO1 (some centres not stated)	8.5	-5	-2	-4	-2.1	10	0.0	-0.6	13
COc1ccc(S(=O)(=O)N2CCC(C(=O)NCCc3c[nH]c4ccccc34)CC2)cc1	1.7	15	-16	-8	2.0	-7	-3.2	3.0	11
NC(=O)c1ccsc1NC(=O)COC(=O)c1nc(Cl)ccc1Cl	1.1	-4	-121	i	-7.0	3	i	1.0	-4
O=C(NN=C1C2CC3CC(C2)CC1C3)c1cc(Cl)ccc1O	/	2	0	0	-0.5	2	0.2	?	-3
Nc1nc(NCC2CCCO2)nc(Nc2ccccc2F)c1[N+](=O)[O-] (configuration not stated)	1.6	6	?	?	1.6	2	?	0.3	1
COc1ccccc1N1CCN(C(=O)c2cn(C)c3ccc(S(=O)(=O)N4CCOCC4)cc3c2=O)CC1	2.3	0	-1	11	-4.5	5	2.2	-0.3	-2
N#Cc1ccccc1OCC(=O)Nc1ccc(N2CCOCC2)cc1N1CCOCC1	-7.6	4	-13	-4	-1.7	15	-2.6	-0.4	12
O=C(Cn1c(CN2CCCCC2)nc2ccccc2c1=O)NCc1ccco1	/	-5	-2	-7	-3.5	-9	0.0	-0.8	-3
COCCn1c(C)cc(C(=O)CSc2nnc(C3CC3)n2C2CC2)c1C	-1.0	-4	-8	2	-4.3	-7	2.4	0.4	2
Cc1ccc(OCCCCN2CCCCC2)cc1	-0.5	-3	0	-6	-3.5	-7	2.5	-0.7	4
Cc1cc(C)nc(N/N=C/c2ccc(Cl)cc2)n1	2.5	3	/	/	-2.6	1	/	1.8	-7
COc1ccc(-c2cc(=O)oc3cc(OC(C)C(=O)NC(Cc4c[nH]c5ccc(O)cc45)C(=O)O)ccc23)cc1 (configuration not stated)	-1.4	-18	-3	6	2.9	4	-0.2	-0.6	5
CCCN(CCC)S(=O)(=O)c1ccc(C(=O)Nc2cc3oc4ccccc4c3cc2OC)cc1	0.5	-6	-1	-3	-0.2	-11	0.1	-1.6	6
CCOC(=O)Cn1cnc2scc(-c3ccccc3)c2c1=O	2.4	6	14	-3	-0.6	13	-4.0	-1.1	-5
O=c1c(Cc2ccc(F)cc2)c(O)ccn1Cc1cccc(Cl)c1	/	0	-3	-1	1.7	0	0.1	1.0	-3
O=C(/C=C/c1cc(Br)ccc1F)Nc1cccnc1	1.1	-6	-1	-4	-2.6	15	-0.5	-0.6	-3
CCn1cc(C(=O)N[C@@H](CC(C)C)C(=O)NCCCn2ccnc2)c(=O)c2cc3c(cc21)OCO3	0.8	1	-2	-2	-1.8	10	-0.8	-0.4	3
Cc1cccc(C2NC(=O)c3c(sc(C)c3C)N2)c1O (configuration not stated)	/	-1	-2	3	-3.0	-5	0.8	-1.5	17
CCOC(=O)CN1C(=O)C2(OCCCO2)c2ccccc21	/	3	-1	2	-3.3	-4	-0.4	0.2	4
O=C(O)CCCCCn1c(SCC(=O)c2ccc(O)c(O)c2)nc2ccsc2c1=O	/	4	-1	3	-4.5	17	0.2	-0.8	-5
Cc1ccc(CN=C2Nc3ccccc3CS2)cc1	/	7	-3	-5	-5.4	-3	1.9	-0.6	17
Cc1ccc(C2=NNC(=O)C(P(=O)(c3ccccc3)c3ccccc3)C2)cc1 (configuration not stated)	-0.8	-2	-6	-3	-0.3	11	-0.3	-1.0	17
CC1=NN(C(=O)CCc2ccccc2O)C(O)(C(F)(F)F)C1 (configuration not stated)	-3.5	-4	1	-8	0.6	-10	-0.2	-1.3	1
COc1ccc2nc(SCC(=O)NCC(F)(F)F)[nH]c2c1	0.0	-3	-4	-4	-1.8	-9	-0.9	1.2	-6
CCCC(C)NC(=O)C1c2ccccc2Oc2ccccc21 (configuration not stated)	2.8	3	-18	8	-0.7	6	-7.4	1.1	-3
S=C1Nc2ccccc2Sc2ccc(Cl)cc21	4.4	8	2	-1	-2.4	-2	0.2	0.1	13
Cc1cccc(NC(=O)CCOc2ccccc2)c1	/	2	-2	-5	-0.9	0	-0.1	-1.4	0
COc1ccc(Nc2nc(N)nc(CSC(=S)N3CCOCC3)n2)cc1	0.3	-6	0	-2	-1.6	4	-0.6	0.3	-7
Cc1nnc(NC(=O)NC(C)N2C(=O)C3C4C=CC(C4)C3C2=O)s1 (configuration not stated)	1.2	-7&-4	-5&-7	2&4	1.3&-0.7	0&-6	-0.4&-0.8	-0.4&-0.8	-6&-2
CCN1CCN(C(=O)CN(c2cc(OC)ccc2OC)S(C)(=O)=O)CC1	/	-4	0	4	0.1	1	0.0	-1.0	-11
c1ccc(-c2csc3nnc(SCc4ccc5c(c4)OCCO5)n23)cc1	/	6	-2	-11	-6.7	7	0.3	0.1	13
CN1CCc2c(sc(NC(=O)Cc3ccccc3)c2C(N)=O)C1	2.1	-24	-1	-9	-0.2	8	-0.8	1.1	3
CCCCSc1nc(O)c(Cc2ccccc2)c(=O)[nH]1	/	2	2	-1	-3.6	0	0.7	-0.3	5
CCc1c(C)[nH]c2ccc(C)cc2c1=O	/	2	-2	-9	-0.4	11	0.4	0.3	4
O=c1cc[nH]c2c(Cl)cccc12	0.5	5	-6	?	-4.8	4	-0.4	1.3	8
O=C(Nc1ccc(Br)cc1)N1CCCCCCC1	/	-3	-4	-3	1.2	-4	-0.6	2.3	-1
CCn1c(C)nc2cc(S(=O)(=O)C(F)(F)F)ccc21	/	11	2	5	-0.6	4	0.4	-0.1	1
OC1(c2ccc(Cl)cc2)CCN(Cc2nc(-c3cnccn3)no2)CC1	1.1	-6	-5	0	-0.4	9	-0.6	0.1	0
O=C1Nc2c(c(=O)[nH]c(=O)n2-c2ccccc2)C(C(F)(F)F)(C(F)(F)F)N1	/	0	1	-12	-4.1	-13	-1.0	-0.3	1
CNC(=O)c1ccc(NC(=O)CC23CC4CC(CC(C4)C2)C3)cc1	-1.8	2	20	10	-2.6	1	-1.5	-0.7	8
CS(=O)(=O)n1nc(OC(=O)c2cccc3ccccc23)cc1N	/	7	-2	0	-5.9	2	1.2	2.4	6
c1coc(-c2nnc3sc(Cc4cccs4)nn23)c1	/	8	-3	2	1.2	10	2.2	-1.8	1
COCCCNC(=O)Cn1cc(C(=O)C2CC2)c2ccccc21	/	-6	-2	4	0.0	-5	0.3	-0.3	-1
CC1CCc2c(sc3nc(CSc4nnnn4C)[nH]c(=O)c23)C1 (configuration not stated)	-0.1	-8	-7	-3	-2.2	-4	0.2	0.5	18
O=C(NNS(=O)(=O)c1ccccc1[N+](=O)[O-])c1cc2ccccc2cc1O	0.6	-4	0	-2	/	8	-2.0	1.7	2
COc1cccc(NC(=O)C2CCC2)c1	0.7	1	-4	-5	-3.1	-4	-0.3	0.3	6
Cc1cccc(N(Cc2cc3ccccc3[nH]c2=O)S(C)(=O)=O)c1	1.2	-1	-1	-2	-2.0	7	-1.6	2.1	15
CCCNC(=O)CN(c1ccc(F)c(Cl)c1)S(C)(=O)=O	/	6	-4	-2	-3.6	-1	-1.0	-0.4	-5
O=c1c2ccccc2nc2ccc(NCc3ccco3)nn12	/	-14	-4	-3	-2.6	4	-0.2	0.1	-1
Cc1ncsc1CCSc1n[nH]c(=O)n1-c1ccccc1	/	-1	-2	4	-2.1	-6	-0.6	0.6	14
COc1ccc(NC(=O)CN(C)S(=O)(=O)c2ccc(Cl)cc2)c([N+](=O)[O-])c1	-1.1	/	-7	-4	-4.0	/	-0.4	-0.6	-8
O=C(C[n+]1ccccc1)N/N=C/c1ccc(Br)cc1	0.0	1	-8	-1	-1.7	-6	-1.7	-0.6	-3
CN(C(=O)Cn1nc(Cl)ccc1=O)C1CCCN(Cc2ccccc2F)C1 (configuration not stated)	2.5	1	/	/	1.2	4	/	1.2	5
COc1cc(C(O)c2nc(-c3ccccc3C)cs2)ccc1F (configuration not stated)	1.1	-3	-1	2	-3.5	1	0.1	/	2
Cc1onc(-c2ccccc2)c1C(=O)N[C@@H]1C(=O)N2C1SC(C)(C)[C@@H]2C(=O)O (some centres not stated)	-0.5	0	1	7	-2.9	-2	0.1	0.3	6
CCOc1ccc(C(=O)OCC(=O)c2c(N)n(C)c(=O)n(C)c2=O)cc1OCC	/	0	-6	8	0.0	-12	-0.7	1.5	-6
CC(=O)NC(Cc1c[nH]c2ccccc12)C(=O)OCC(=O)Nc1ccc2c(c1)OCO2 (configuration not stated)	/	0	-6	-12	1.5	2	0.1	0.2	-1
O=C(Nc1nncs1)C1(c2ccccc2)CCCC1	/	2	-2	-17	-1.0	8	-0.9	-0.1	-3
CCSc1ccccc1C(=O)N1CCCC1	/	6	-1	-6	-0.6	-1	-2.0	0.9	4
CCOc1cccc2sc(N(CCN(C)C)C(=O)c3ccc(Br)s3)nc12	1.2	-7	-2	-5	-3.9	10	-0.7	2.0	26

Shown with values under each structure: 13 of the compounds above
Results follow in this order: TcdB GH inh | PrPC surface inh | Anthrax LF prot | BoNT-F LC inh | FadD28 binding | CCHF vOTU inh | BoNT-A LC inh2 | PfHsp40 yeast | Yp Topo-I inh
- O=C1CC(N(Cc2ccc3c(c2)OCO3)C(=O)Nc2ccc(F)cc2)C(=O)N1c1ccccc1 (configuration not stated)
→ / | -5 | 0 | 2 | -7.6 | -10 | ? | 0.2 | -12
- C[C@]12CCC(=O)C=C1CCC1C2CC[C@@]2(C)C1CCC21OCCO1 (some centres not stated)
→ 8.5 | -5 | -2 | -4 | -2.1 | 10 | 0.0 | -0.6 | 13
- COc1ccc(S(=O)(=O)N2CCC(C(=O)NCCc3c[nH]c4ccccc34)CC2)cc1
→ 1.7 | 15 | -16 | -8 | 2.0 | -7 | -3.2 | 3.0 | 11
- NC(=O)c1ccsc1NC(=O)COC(=O)c1nc(Cl)ccc1Cl
→ 1.1 | -4 | -121 | i | -7.0 | 3 | i | 1.0 | -4
- O=C(NN=C1C2CC3CC(C2)CC1C3)c1cc(Cl)ccc1O
→ / | 2 | 0 | 0 | -0.5 | 2 | 0.2 | ? | -3
- Nc1nc(NCC2CCCO2)nc(Nc2ccccc2F)c1[N+](=O)[O-] (configuration not stated)
→ 1.6 | 6 | ? | ? | 1.6 | 2 | ? | 0.3 | 1
- COc1ccccc1N1CCN(C(=O)c2cn(C)c3ccc(S(=O)(=O)N4CCOCC4)cc3c2=O)CC1
→ 2.3 | 0 | -1 | 11 | -4.5 | 5 | 2.2 | -0.3 | -2
- N#Cc1ccccc1OCC(=O)Nc1ccc(N2CCOCC2)cc1N1CCOCC1
→ -7.6 | 4 | -13 | -4 | -1.7 | 15 | -2.6 | -0.4 | 12
- O=C(Cn1c(CN2CCCCC2)nc2ccccc2c1=O)NCc1ccco1
→ / | -5 | -2 | -7 | -3.5 | -9 | 0.0 | -0.8 | -3
- COCCn1c(C)cc(C(=O)CSc2nnc(C3CC3)n2C2CC2)c1C
→ -1.0 | -4 | -8 | 2 | -4.3 | -7 | 2.4 | 0.4 | 2
- Cc1ccc(OCCCCN2CCCCC2)cc1
→ -0.5 | -3 | 0 | -6 | -3.5 | -7 | 2.5 | -0.7 | 4
- Cc1cc(C)nc(N/N=C/c2ccc(Cl)cc2)n1
→ 2.5 | 3 | / | / | -2.6 | 1 | / | 1.8 | -7
- COc1ccc(-c2cc(=O)oc3cc(OC(C)C(=O)NC(Cc4c[nH]c5ccc(O)cc45)C(=O)O)ccc23)cc1 (configuration not stated)
→ -1.4 | -18 | -3 | 6 | 2.9 | 4 | -0.2 | -0.6 | 5

Source: PubChem
